Screens from PubChem.
PP1 inh: PP1-alpha (human) inhibition in PP5 counter-screen. purified PP1alpha, OMFP fluorescence. 0.9% of 320,000 active. inhibition, % at 6.7 µM. P62136;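 active = inhibition above the mean inhibition of all tested compounds plus 3 SD, computed separately for each screening campaign, cut at about 15% in these data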
Target sequence (P62136 whole entry, looked up): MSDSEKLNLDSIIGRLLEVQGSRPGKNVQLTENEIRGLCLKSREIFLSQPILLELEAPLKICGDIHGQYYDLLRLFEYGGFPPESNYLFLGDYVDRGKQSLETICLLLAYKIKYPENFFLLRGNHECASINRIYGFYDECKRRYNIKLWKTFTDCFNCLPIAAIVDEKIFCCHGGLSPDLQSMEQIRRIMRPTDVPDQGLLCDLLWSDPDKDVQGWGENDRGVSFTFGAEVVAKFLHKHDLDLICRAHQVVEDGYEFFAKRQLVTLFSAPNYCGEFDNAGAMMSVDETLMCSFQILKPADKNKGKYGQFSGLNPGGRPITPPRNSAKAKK
PREPL inh: human PREPL enzyme inhibition | recombinant PREPL, fluorescence polarization activity-based probe | inhibition, % at 5.96 µM | 0.68% of 320,000 active | AID 2751; in the data active = inhibition above about 43%;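 also: 0% = enzyme with DMSO and 100% = wells lacking enzyme; many of its hits are not listed in these tables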
ZTA counter: ZTA (EBV) inhibition in EBNA-1 counter-screen; P03206; 0.15% of 320,000 active; inhibition, % at 11 µM; ZTA-DNA binding, fluorescence polarization; in the data active = inhibition above about 33%
Target sequence (P03206 whole entry, looked up): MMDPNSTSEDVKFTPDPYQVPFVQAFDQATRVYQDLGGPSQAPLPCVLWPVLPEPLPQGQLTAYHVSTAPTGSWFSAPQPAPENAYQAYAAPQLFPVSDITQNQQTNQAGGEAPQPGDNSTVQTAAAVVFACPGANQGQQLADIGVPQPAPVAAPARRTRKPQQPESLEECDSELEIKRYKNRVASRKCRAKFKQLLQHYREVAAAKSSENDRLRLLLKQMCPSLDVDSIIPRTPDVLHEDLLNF
EBNA-1 inhibitor: blocks EBNA-1 binding to DNA | EBNA-1 DNA binding, fluorescence polarization | AID 1950 | inhibition, % at 14.8 µM | 0.34% of 300,000 active; in the data active = inhibition above about 28%
Fh CTSL1 inh: cathepsin L1 inhibition, PFM18AAP counter-screen | AID 1906 | 0.49% of 300,000 active | recombinant F. hepatica cathepsin L1, Z-Leu-Arg-MCA fluorescence | inhibition, % at 5.96 µM;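 active = inhibition above the mean of all tested compounds plus 3 SD, set per screening campaign, cut at about 17% in these data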;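 also: 0% = plate median of test compound wells and 100% = 1 µM Z-Phe-Ala-diazomethylketone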
PP5 primary: blocks human protein phosphatase 5 activity; P53041; purified PP5c, OMFP substrate fluorescence; inhibition, % at 6.7 µM; 0.18% of 320,000 active; AID 1987;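 active = inhibition above the campaign's mean inhibition across all tested compounds plus 3 SD, cut at about 9.5% in these data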;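 also: 0% = DMSO only and 100% = 100 µM cantharidin control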
TPT1 inhibitor: inhibitors of Candida albicans tRNA 2'-phosphotransferase TPT1; 0.81% of 300,000 active; inhibition, % at 5 µM; AID 1962; recombinant caTPT1, FP RNA substrate dephosphorylation;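 active = inhibition above the mean of all tested compounds plus 3 SD, set per screening campaign, cut at about 24% in these data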;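 also: plate controls were DMSO alone for no effect and ferristatin control at 100 nM for full effect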
Efflux pump inh: antifungal efflux pump inhibition, Nile Red retention; inhibition, % at 10 µM; 0.44% of 330,000 active; AID 485275; S. cerevisiae Candida pump triplex;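 active = plate passing quality check with inhibition over a set limit, or well fluorescence over plate mean plus 4 SD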;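 also: Nile Red retained in pooled yeast measured as flow cytometry median fluorescence; 0% = buffer negative control and 100% = Enniatin B positive control; higher means more Nile Red kept so more efflux inhibition; some compounds called inactive have numbers as strong as hits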
core dimer inh: HCV core protein dimerization inhibition; TR-FRET GST/Flag-core106 dimerization, 1536-well; inhibition, % at 5 µM; 0.33% of 300,000 active; AID 1899;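 active = inhibition above the mean of all tested compounds plus 3 SD, set per screening campaign, cut at about 45% in these data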
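assay system = GST-tagged and Flag-tagged HCV core protein residues 1-106 | controls = unlabelled core106 and no-GST-core106 wells | incubation = compound-protein-antibody incubation 4 h at 22.5 °C | probe or stimulus = Eu donor and XL665 acceptor anti-tag antibodies | read-out = % inhibition based on acceptor/donor emission ratio | signal = TR-FRET 671 and 617 nm emission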
Starred values were filed as active, the others as inactive; . = no result given. Only part of the results is shown (hit frequency here may not be typical).

Start of the data: the first eight compounds, to show the layout:
1. CCC1Oc2ccccc2N(CC(=O)NCCN2C(C)CCCC2C)C1=O (centres undefined)
2. CC(Oc1ccc(-c2ccccc2)c(F)c1)c1ccn(S(=O)(=O)c2ccc(Cl)cc2)n1 (centres undefined)
3. Cc1cccc(OCC2CCCN(Cc3nc(C4CC4)no3)C2)c1 (centres undefined)
4. Cc1c(Cl)cccc1-n1c(SCC(=O)N2CCC(C(=O)O)CC2)nc2ccccc2c1=O
5. COc1ccc(NC(C)=O)cc1S(=O)(=O)NC(C)c1ccc(-n2ccnc2)cc1 (centres undefined)
6. C=CCNc1nc(C(=O)OCC(=O)c2ccc(F)cc2)cs1
7. COc1ccc(F)cc1C(=O)C1CCCN(C(=O)CSc2ccccn2)C1 (centres undefined)
8. O=C(O)CCCC(=O)Nc1ccccc1C(=O)N1CCOCC1
Screen / compound no.,1,2,3,4,5,6,7,8
PP1 inh,-10,3,0,-2,1,0,-3,0
PREPL inh,0,13,-14,1,-3,-7,10,3
ZTA counter,-10,18,0,-11,-3,-8,10,14
EBNA-1 inhibitor,-15,1,-8,-6,.,4,-3,11
Fh CTSL1 inh,1,-1,-4,-3,.,-13,-2,-3
PP5 primary,1.3,0.0,-0.2,0.9,1.4,2.1,5.5,-1.3
TPT1 inhibitor,-1,1,-2,-2,.,0,0,-3
Efflux pump inh,0.0,0.3,0.1,0.5,-0.1,-0.2,0.1,0.1
core dimer inh,0,3,-4,10,.,6,6,2

Main list, from the first entry:
1. CCC1Oc2ccccc2N(CC(=O)NCCN2C(C)CCCC2C)C1=O (centres undefined)
2. CC(Oc1ccc(-c2ccccc2)c(F)c1)c1ccn(S(=O)(=O)c2ccc(Cl)cc2)n1 (centres undefined)
3. Cc1cccc(OCC2CCCN(Cc3nc(C4CC4)no3)C2)c1 (centres undefined)
4. Cc1c(Cl)cccc1-n1c(SCC(=O)N2CCC(C(=O)O)CC2)nc2ccccc2c1=O
5. COc1ccc(NC(C)=O)cc1S(=O)(=O)NC(C)c1ccc(-n2ccnc2)cc1 (centres undefined)
6. C=CCNc1nc(C(=O)OCC(=O)c2ccc(F)cc2)cs1
7. COc1ccc(F)cc1C(=O)C1CCCN(C(=O)CSc2ccccn2)C1 (centres undefined)
8. O=C(O)CCCC(=O)Nc1ccccc1C(=O)N1CCOCC1
Screen / compound no.,1,2,3,4,5,6,7,8
PP1 inh,-10,3,0,-2,1,0,-3,0
PREPL inh,0,13,-14,1,-3,-7,10,3
ZTA counter,-10,18,0,-11,-3,-8,10,14
EBNA-1 inhibitor,-15,1,-8,-6,.,4,-3,11
Fh CTSL1 inh,1,-1,-4,-3,.,-13,-2,-3
PP5 primary,1.3,0.0,-0.2,0.9,1.4,2.1,5.5,-1.3
TPT1 inhibitor,-1,1,-2,-2,.,0,0,-3
Efflux pump inh,0.0,0.3,0.1,0.5,-0.1,-0.2,0.1,0.1
core dimer inh,0,3,-4,10,.,6,6,2

9. Cc1cc2ccccc2n2c(SCC(=O)N3CCOCC3)nnc12
10. Cn1nc(C(=O)OCC(=O)c2ccc(Br)cc2)c2ccccc2c1=O
11. CC1CN(S(=O)(=O)c2ccc(C(=O)Nc3nnc(-c4ccc5c(c4)CCCC5)o3)cc2)CC(C)O1 (centres undefined)
12. CCN(CC)CCCN=C(N)N
13. Cc1[nH]nc2c1C1(CCC3(CC1)OCCO3)C(C#N)=C(N)O2
14. Cc1ccc(C2=NN(C(=O)CSc3nccn3C)C(c3ccco3)C2)cc1 (centres undefined)
15. Cc1ccc(O)c(NC(=O)C2=CC(c3ccco3)=NS(=O)(=O)N2C)c1
16. O=C(COc1ccc2c3c(c(=O)oc2c1)CCC3)N1CCCCC1
Screen / compound no.,9,10,11,12,13,14,15,16
PP1 inh,-2,-3,8,-10,1,-1,-6,-1
PREPL inh,0,16,1,-1,-7,-7,8,-7
ZTA counter,-4,-3,15,-4,-23,19,-15,9
EBNA-1 inhibitor,-11,.,5,-6,5,11,-4,0
Fh CTSL1 inh,4,.,2,0,-4,0,1,0
PP5 primary,3.9,-1.3,0.3,4.0,1.6,1.6,4.1,0.6
TPT1 inhibitor,2,.,-1,-1,-3,-1,4,-1
Efflux pump inh,0.2,0.1,0.0,0.5,0.1,0.1,-0.1,0.1
core dimer inh,-5,.,21,2,-1,14,-2,-8

17. O=C(Cc1ccc(-n2c(=O)[nH]c3ccsc3c2=O)cc1)NCc1cccnc1
18. COc1ccccc1NC(=O)N1CCC(NC(=O)C(Cc2ccccc2F)NC(C)=O)CC1 (centres undefined)
19. Cc1ccc(Oc2nc3ccccc3n3cccc23)cc1
20. CCC(C)NCc1ccc(C(=O)OC)o1 (centres undefined)
21. COC(=O)c1cnc(Oc2ccc(NC(=O)NC(=O)c3ccccc3Cl)cc2)cc1C(F)(F)F
22. CCN(CC)CCCN1C(=O)C2C(C(=O)Nc3ccc(C(C)C)cc3)C3C=CC2(O3)C1C(=O)NC1CCCCC1 (centres undefined)
23. COc1ccc(-c2ccc(SCc3cccnc3)nn2)cc1OC
24. CCCCN(C(=O)c1cccc(S(=O)(=O)N2CCN(C)CC2)c1)c1c(N)n(CCCC)c(=O)[nH]c1=O
Screen / compound no.,17,18,19,20,21,22,23,24
PP1 inh,-5,-2,0,2,-7,-2,-2,-1
PREPL inh,15,-3,0,2,6,10,-3,-4
ZTA counter,0,1,19,-20,-35,13,4,-6
EBNA-1 inhibitor,-9,-4,11,-8,-6,9,-4,-1
Fh CTSL1 inh,0,-2,4,-2,-5,3,-2,-2
PP5 primary,-0.1,1.0,0.7,4.3,1.9,0.4,-1.8,-0.9
TPT1 inhibitor,4,-2,1,2,-2,-1,-1,-2
Efflux pump inh,0.6,0.2,0.0,0.1,0.0,-0.2,0.1,0.0
core dimer inh,-3,-1,-2,-2,-2,7,0,-1

25. Cc1ccc(Oc2cc(NC(=O)CCCn3nc(C)c([N+](=O)[O-])c3C)cc([N+](=O)[O-])c2)cc1
26. CCC(Cc1ccccc1)NC(=O)Cn1cccc1C(=O)c1ccccc1 (centres undefined)
27. COC(=O)c1ccc2c(=O)n(CCN3CCOCC3)c(SCC(=O)NCc3ccccc3)nc2c1
28. CC(=O)N/N=C(\N)c1nonc1N
29. COc1ccc(C2N(c3ccccc3)CCN2c2ccccc2)cc1O
30. O=C(OCC(=O)N(C1CCCCC1)C1CCCCC1)c1ccc(Cl)nc1
31. Cc1ccc(CNC(=O)/C(C#N)=C\c2ccc(N(C)C)cc2)cc1
32. CC(=O)c1c(C)[nH]c(C(=O)Nc2cc(S(=O)(=O)N(C)C)ccc2C)c1C
Screen / compound no.,25,26,27,28,29,30,31,32
PP1 inh,1,-6,0,-6,-8,4,0,3
PREPL inh,0,5,-1,2,27,7,27,4
ZTA counter,5,-5,-13,-6,4,-16,-4,0
EBNA-1 inhibitor,-15,3,4,-9,-12,.,-6,-8
Fh CTSL1 inh,1,0,1,-4,0,.,5,2
PP5 primary,6.8,1.9,-0.8,1.4,1.9,1.1,6.4,3.8
TPT1 inhibitor,-1,-3,0,-2,9,.,58*,0
Efflux pump inh,-0.4,0.0,-0.1,0.2,0.2,-0.1,0.0,0.1
core dimer inh,-3,5,-4,-2,2,.,0,-1

Next records.
Abbreviations: A = PP1 inh; B = PREPL inh; C = ZTA counter; D = EBNA-1 inhibitor; E = Fh CTSL1 inh; F = PP5 primary; G = TPT1 inhibitor; H = Efflux pump inh; I = core dimer inh
33	COc1cc(CNCCc2c[nH]c3ccccc23)cc(Cl)c1OCC(N)=O
  A = -2; B = -11; C = -4; D = -6; E = -3; F = 0.1; G = -2; H = -0.1; I = 2

34	Cc1ccc(CSCCNC(=O)c2ccc(C)cc2)cc1
  A = 1; B = -42; C = -2; D = -4; E = 0; F = 1.8; G = 3; H = -0.1; I = -1

35	COc1cccc(-n2cnc3scc(-c4cccs4)c3c2=O)c1
  A = 3; B = -1; C = -5; D = -4; E = 0; F = 2.0; G = -5; H = 0.0; I = 3

36	CCN(CC)c1ccc(NS(=O)(=O)c2ccc3c(c2)oc(=O)n3C)c(C)c1
  A = 0; B = 19; C = -13; D = -6; E = 2; F = 4.0; G = 1; H = 0.1; I = -16

37	COc1ccc(CN2CCNC(=O)C2CC(=O)NCc2cccc(C)n2)c(OC)c1 (centres undefined)
  A = 0; B = 14; C = -13; D = -7; E = 1; F = 1.0; G = -3; H = -0.1; I = 1

38	CC1(C)OC(=O)N(CC(=O)Nc2ccccc2)C1(C)O (centres undefined)
  A = -7; B = 12; C = -5; D = -12; E = 4; F = 0.7; G = 2; H = 0.7; I = 1

39	COc1cc2[nH]c(=O)n(CCCCCC(=O)NCCCN3CCCC3=O)c(=O)c2cc1OC
  A = -6; B = 10; C = -17; D = -2; E = 5; F = 3.1; G = -1; H = 0.0; I = -1

40	NC1=NC(=Nc2cccc(Cl)c2)c2ccccc21
  A = -4; B = 10; C = 2; D = 3; E = 3; F = 1.1; G = -4; H = 0.1; I = 4

41	Cc1cccc(NS(=O)(=O)c2cnc(Cl)c(Br)c2)n1
  A = -6; B = 0; C = 2; D = 6; E = 9; F = -0.3; G = 0; H = 0.1; I = 2

42	Cc1ccc(-n2c(CNc3ccc(F)cc3)nnc2SCC(=O)N2CCOCC2)cc1
  A = 3; B = 11; C = 10; D = 0; E = -2; F = 3.9; G = 4; H = 0.1; I = -7

(next part)
Abbreviations: A = PP1 inh; B = PREPL inh; C = ZTA counter; D = EBNA-1 inhibitor; E = Fh CTSL1 inh; F = PP5 primary; G = TPT1 inhibitor; H = Efflux pump inh; I = core dimer inh
43	CN=CC1=C(O)CC(C)(C)CC1=O
  A = -2; B = 9; C = -5; D = -2; E = -2; F = -0.1; G = -2; H = -0.1; I = -3

44	CC(C)N(c1ccccc1)c1ccc(NC(=O)C2CCCO2)cc1 (centres undefined)
  A = 2; B = 22; C = -9; D = 6; E = 2; F = 1.9; G = -2; H = -0.4; I = -6

45	O=C1NCCSC1c1ccccc1 (centres undefined)
  A = 2; B = -1; C = -3; D = -4; E = -2; F = 2.5; G = 3; H = 0.0; I = 3

46	CC(Sc1nnnn1-c1ccc(Cl)cc1)C(=O)NCC(=O)Nc1ccc(F)c(F)c1F (centres undefined)
  A = 0; B = -1; C = -19; D = -1; E = 4; F = 0.9; G = -2; H = 0.2; I = -3

47	Cc1ccc(OCc2nnc(SCc3cc(=O)[nH]c4ccccc34)n2-c2ccccc2)cc1
  A = 2; B = -84; C = 8; D = -18; E = 6; F = 3.2; G = -5; H = -0.2; I = 13

48	Cc1nc(SCC(=O)c2ccc(F)c(F)c2)[nH]c(=O)c1Oc1ccc(F)cc1
  A = -4; B = 2; C = 13; D = 6; E = -7; F = -0.7; G = -1; H = -0.2; I = 11

49	CC(=O)N1CCCC(N2CCN(c3cccc(C(F)(F)F)c3)CC2)C1 (centres undefined)
  A = -2; B = 16; C = 4; D = -10; E = 5; F = 1.5; G = 0; H = 0.0; I = -11

50	Clc1cccc(NCc2ccccc2)n1
  A = 3; B = -8; C = 8; D = -4; E = -3; F = 0.8; G = -1; H = 0.2; I = 0

51	Brc1ccc(-c2csc(N3CCc4ccccc4C3)n2)cc1
  A = -2; B = 3; C = 13; D = -1; E = -1; F = 0.8; G = -2; H = -0.1; I = -2

52	OCc1cccnc1
  A = 4; B = 5; C = 2; D = -2; E = 2; F = -1.5; G = -2; H = 0.1; I = -7
